# Menin MLL FP TR = qHTS Assay for Inhibitors Targeting the Menin-MLL Interaction in MLL Related Leukemias: Competition With Texas Red Labeled MLL-derived Mutant Peptide; Potency, µM (highest dose often 61.6 µM), for inactives: at the highest dose FP activity change, negative = inhibition, hits mostly inhibitors; 270,000 compounds, 0.23% hits; Menin + Texas Red MLL mutant peptide, fluorescence polarization; O00255; active means well fitted inhibition curve with a large enough effect in the polarisation, with a control signal flat, not every such curve was filed as active; inconclusive means small, poorly fitted or top-dose-only effect, or effect the other way, or a change in a side signal; inactive means no such curve, though single readings can be large or run the other way; the % refers to the polarisation; further: potency means the concentration at half of the fitted maximal effect; % of control where 0% means no effect; many of its hits are not listed in these tables
# Mito fusion yeast = qHTS Assay for Small Molecule Inhibitors of Mitochondrial Division or Activators of Mitochondrial Fusion | AID 485298, 2010 | S. cerevisiae fusion-defective mutant growth rescue, CellTiterGlo 48 h | 320,000 compounds, 0.23% hits | Potency, µM (series often up to 46.1 µM), without a hit: top-dose growth rescue (activation), actives largely listed as activators;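 further: potency means the concentration at half of the fitted maximal effect; % of control where 0% means no effect; nearly all actives have a fitted effect of over 45% in size; temperature-sensitive fusion mutants such as fzo1-1 at 37 °C on non-fermentable ethanol glycerol medium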
#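 Compounds are tested for their ability to restore growth of mitochondrial fusion-defective yeast strains at non-permissive 37C in YPEG medium over 48 hours. Viability is quantified by luciferase luminescence.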
# MBNL1-CUG inh = qHTS Assay for Inhibitors of MBNL1-poly(CUG) RNA binding. TR-FRET MBNL1-His/biotin-(CUG)12 binding, 665/545 ratio. Potency, µM (titrated, usually from 57.5 µM), inactives show top-dose activity change, negative = inhibition, usual class: inhibitors. 280,000 compounds, 0.036% hits. AID 2675, 2010; active means well fitted inhibition curve with a large enough effect in the signal ratio, with a control signal flat, not every such curve was filed as active; inconclusive means small, poorly fitted or top-dose-only effect, or effect the other way, or a change in a side signal; inactive means no such curve, though single readings can be large or run the other way; the % refers to the signal ratio; further: potency means the concentration at half of the fitted maximal effect; on the % scale 0 is the no-effect control and ±100 the full control effect
#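 TR-FRET between His-tagged MBNL1 and biotin-(CUG)12 RNA, detected with Tb anti-His antibody (0.055 ng/ul) and streptavidin-XL665 (5 nM), 60 min at room temperature. Compounds titrated 92 nM to 58 uM; 665/545 nm ratio normalized to buffer and complex controls.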
# PTAP TSG101 blk = qHTS Assay for Iinhibitors of HIV-1 Budding by Blocking the Interaction of PTAP/TSG101; Tumor susceptibility gene 101 protein (Homo sapiens), Q99816; Fluorescence polarization, FITC-PTAP peptide / Tsg101 binding; Potency, µM (doses to about 115 µM), without a hit: at the highest dose activity change, negative = inhibition, hits mostly inhibitors; 340,000 tested, under 10 active; AID 493005, 2010; active means well fitted inhibition curve with a large enough effect in the main read-out, with a control signal flat, not every such curve was filed as active; inconclusive means small, poorly fitted or top-dose-only effect, or effect the other way, or a change in a side signal; inactive means no such curve, though single readings can be large or run the other way; further: potency means the concentration at half of the fitted maximal effect; % of control where 0% means no effect
#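 Compounds were pin-transferred onto Tsg101 binding domain (10 uM final) in HEPES pH 7.5 buffer, then FITC-PTAP peptide was added at 50 nM final. After 20 min at RT, polarization reported peptide displacement across a qHTS concentration series.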
# ASM inhibitor = Inhibitors of Secretory Acid Sphingomyelinase (S-ASM): qHTS. Sphingomyelin phosphodiesterase (Homo sapiens), P17405. placental ASM, HMU-PC fluorogenic substrate, 60 min. Potency, µM (titrated, usually from 57.5 µM), for the others: at the top dose activity change, negative = inhibition, usual class: inhibitors. 340,000 compounds, 0.006% hits. AID 504937, 2011; further: potency means the concentration at half of the fitted maximal effect
#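 Human placenta-derived ASM preincubated with compound 10 min at room temperature, then reacted with 9 uM (final) fluorogenic HMU-PC substrate for 60 min at 37 C. Stop solution raises pH to 10; fluorescence read at Ex 386/Em 447 nm.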
# MLL CXXC-DNA inh = qHTS Fluorescence Polarization Assay for Inhibitors of MLL CXXC domain - DNA interaction; Potency, µM (titrated, usually from 115 µM), inactives show at the top dose activity change, negative = inhibition, most hits filed as inhibitors; 290,000 compounds, 0.037% hits; MLL-CXXC / FITC-HOXA9 DNA fluorescence polarization; active means well fitted inhibition curve with a large enough effect in the polarisation, with a control signal flat, not every such curve was filed as active; inconclusive means small, poorly fitted or top-dose-only effect, or effect the other way, or a change in a side signal; inactive means no such curve, though single readings can be large or run the other way; the % refers to the polarisation; further: potency means the concentration at half of the fitted maximal effect
#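 Purified MLL-CXXC (added from a 7 uM solution) was preincubated 5 min at ambient with pinned compounds in 50 mM Tris-HCl pH 7.5, 50 mM NaCl, 1 mM DTT, 0.05% BSA. Fluorescein-labeled HOX-A9 DNA (50 nM solution) followed, 30 min, then polarization read.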
# A-T KAP1 phos = qHTS Assay for Identifying a Potential Treatment of Ataxia-Telangiectasia | Potency, µM (series often up to 57.5 µM), inactives show at the top dose activation, usual class: activators | […] A-T fibroblasts, KAP-1 phosphorylation AlphaLISA; neocarzinostatin DNA damage 30 min before lysis | 320,000 compounds, 0.19% hits; further: potency means the concentration at half of the fitted maximal effect; % of control where 0% means no effect; nearly all actives have a fitted effect of over 45% in size
#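 ATM-like activity read as KAP-1 phosphorylation via AlphaLISA donor/acceptor antibody pairs after lysis and 6 hr at 25C. Cells were ATM-null patient fibroblasts ([…], hTERT), dosed 60 min, then exposed to the DSB inducer NCS for 30 min.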
# Integrin act MD = qHTS for Activators of Integrin-Mediated Alleviation for Muscular Dystrophy; alpha7betagal myoblasts, beta-gal FDG fluorescence, 48 h; Potency, µM (doses to about 38.3 µM), without a hit: at the top dose activation, most hits filed as activators; 350,000 compounds, 0.064% hits; AID 624291, 2012;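 further: potency means the concentration at half of the fitted maximal effect; 100% = response of the positive control SU9516; nearly all actives have a fitted effect of over 60% in size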
#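 alpha7betagal+/- myoblasts (passage 13, 250/well) treated 48 h at 37C with compounds at 1:260 dilution of DMSO stock. Lysed, then beta-galactosidase activity read as FDG fluorescence (ex 480/em 540) after 30 min, with pre-read for autofluorescence.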
# TCR act = Activators of T cell receptors: qHTS campaign; primary human leukocytes, anti-CD3, IL-2 HTRF, 48 h; Potency, µM (titrated, usually from 9.22 µM), inactives show at the top dose activation of IL-2 secretion, most hits filed as activators; 330,000 tested, under 10 active; further: % of control where 0% means no effect
#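 Compounds are tested in HTS on primary human leukocytes co-incubated with a-CD3 beads for 48 hr. IL-2 output is measured by time-resolved FRET.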
# TSHR antagonist = Antagonists of the Thyroid Stimulating Hormone Receptor: HTS campaign. activity change, negative = inhibition, % at 11.5 µM. TSHR-expressing cells, TSH-stimulated cAMP HTRF, 2 h; hits give low values. AID 504810, 2011. Thyrotropin receptor (Homo sapiens), P16473. 330,000 compounds, 0.2% hits;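 active means activity change below a set negative limit, meaning inhibition stronger than a set level, cut at about -70% in these data; inconclusive means activity change between two set negative limits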; further: on the % scale 0 is the no-effect control and ±100 the full control effect
# Target sequence (P16473 whole entry, looked up): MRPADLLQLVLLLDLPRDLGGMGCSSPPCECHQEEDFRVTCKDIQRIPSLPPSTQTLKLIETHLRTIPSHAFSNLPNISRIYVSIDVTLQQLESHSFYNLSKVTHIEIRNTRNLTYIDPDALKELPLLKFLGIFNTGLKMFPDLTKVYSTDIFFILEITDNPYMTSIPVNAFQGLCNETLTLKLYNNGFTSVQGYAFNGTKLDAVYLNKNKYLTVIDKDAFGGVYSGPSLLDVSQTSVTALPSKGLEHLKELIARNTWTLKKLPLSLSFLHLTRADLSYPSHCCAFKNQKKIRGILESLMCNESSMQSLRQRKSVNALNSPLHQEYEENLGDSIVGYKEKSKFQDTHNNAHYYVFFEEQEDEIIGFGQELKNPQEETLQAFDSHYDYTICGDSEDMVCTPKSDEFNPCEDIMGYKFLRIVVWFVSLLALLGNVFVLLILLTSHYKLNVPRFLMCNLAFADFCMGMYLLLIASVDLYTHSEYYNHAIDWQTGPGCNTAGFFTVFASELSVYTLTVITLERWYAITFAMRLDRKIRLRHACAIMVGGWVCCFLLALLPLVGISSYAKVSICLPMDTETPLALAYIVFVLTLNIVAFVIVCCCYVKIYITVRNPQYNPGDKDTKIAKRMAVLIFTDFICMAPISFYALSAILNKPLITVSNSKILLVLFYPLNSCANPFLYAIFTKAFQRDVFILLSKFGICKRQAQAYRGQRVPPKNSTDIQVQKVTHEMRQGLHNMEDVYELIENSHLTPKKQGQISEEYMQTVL
#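 Cell-based HTRF cAMP assay; TSHR cells + compound, TSH EC80 (4nM final), 2 h, 37 deg C. Lysis with anti-cAMP cryptate and cAMP-d2, 30 min RT, read 665/620 nm.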
# * = called active by the depositor; ? = inconclusive; nt = not tested or not shown; & = joins results of further samples; [ ] = remark or other dose. Unless noted, the call rests on the fitted dose curve; in most records, active means well fitted curve in the direction sought with a large enough effect; inconclusive means small, poorly fitted or top-dose-only effect, or another doubt; inactive means no such curve, though single readings can be large; an effect the other way counts as inactive or inconclusive. Some of the compounds tested, so the mix of outcomes need not match the whole.
SMILES,Menin MLL FP TR,Mito fusion yeast,MBNL1-CUG inh,PTAP TSG101 blk,ASM inhibitor,MLL CXXC-DNA inh,A-T KAP1 phos,Integrin act MD,TCR act,TSHR antagonist
O=C1OC(N2CCN(Cc3ccccc3)CC2)c2ccccc21 (configuration not stated),nt,nt,nt,-1%,-1%,nt,nt,-5%,-1%,nt
CCOC(=O)C1=C(c2ccccc2)NC(N)=NC1c1ccc(OCc2ccc(Cl)cc2)c(OC)c1 (configuration not stated),nt,3%,-2%,2%,-16%,?,0%,-58%[inhibitor],-2%,-10
Cc1ccc(NC(=O)C2CCCN(c3ncnc4c3nc3n4CCCCC3)C2)nc1 (configuration not stated),-27%,6%,-7%,-1%,-1%,5%,-9%,9%,3%,16
CC(=O)Nc1ccc(NC(=O)c2cccc3c2-c2ccccc2C3=O)cc1,?,0%,?,0%,-2%,11%,-3%,-14%,12%,5
O=C(CN1CCOc2ccccc21)NCc1ccc(Cl)cc1,9%,19%,-17%,-4%,-2%,3%,20%,-13%,0%,-5
CCOC(=O)C(=O)c1cn(C2OCC(OC(C)=O)C(OC(C)=O)C2OC(C)=O)c2ccccc12 (configuration not stated),2%,-6%,3%,0%,-1%,4%,1%,33%,1%[46.1 µM],-7
O=C(NC1CCCCC1)C1CCN(C(=O)NCc2ccccc2)CC1,0%,0%,-16%,1%,3%,0%,5%,2%,3%,12
CC(C)n1nccc1NS(=O)(=O)c1ccccc1,nt,-1%,nt,-4%,-4%,nt,4%,25%,-2%,-3
O=C(Nc1csc([N+](=O)[O-])c1)Nc1c(Cl)cccc1Cl,nt,-3%,?,2%,-4%,14%,3%,-56%[inhibitor],-5%,-1
COc1ccc(-c2nc3ncccc3o2)cc1NC(=O)c1ccco1,nt,23%,-5%,-5%,-2%,-3%,-2%,24%,0%,5
c1ccc2nc(N3CCOCC3)c(N3CCCC3)nc2c1,nt,nt,nt,-1%,91%[activator],nt,nt,-30%,0%,nt
CC(=O)Nc1ccc(S(=O)(=O)N2CC3(C)CC2CC(C)(C)C3)cc1 (configuration not stated),0%,1%,0%,1%,-1%,31%[activator],-3%,14%,6%,4
CC(C)c1ncc(C(O)c2ccccc2)n1C (configuration not stated),nt,-3%,-8%,0%,-3%,1%,9%,13%,7%,9
CCOc1cc(C=O)ccc1OCC(N)=O,18%,1%,0%,-6%,3%,-5%,1%,-15%,4%,-2
CC(=O)Cn1ncc(N2CCOCC2)c(Br)c1=O,0%,-2%,-3%,-5%,2%,25%,-1%,8%,-10%,11
CC(=O)Nc1ccc(NC(=O)c2ccco2)cc1,17%,2%,-2%,-3%,1%,1%,-3%,0%,-2%,3
O=C(Nc1cccc2nsnc12)c1ccc2c(c1)OCCO2,19%,0%,?,-1%,81%[activator],-2%,14%,-13%,4%,1
CN(c1ccccc1)S(=O)(=O)c1cccc(NC(=O)CN2CCc3ccccc3C2)c1,-2%,11%,-1%,-1%,-1%,-1%,5%,-15%,3%,-9
O=C(N/C(=C/c1ccc(Cl)cc1)c1nc2ccccc2[nH]1)c1ccco1,15%,0%,-1%,1%,9%,14%,-3%,-23%,-5%,10
CC1CN(Cc2nc3c(c(=O)[nH]c(=O)n3C)n2CCN2CCOCC2)CC(C)O1 (configuration not stated),1%,0%,6%,-4%,0%,-4%,4%,-37%,8%,50
O=C(Nc1ccccc1)N1CC=C(c2ccc(F)cc2)CC1,-19%,18%,-7%,-2%,2%,6%,-3%,1%,2%,0
O=C(O)/C=C/c1cccc(OCc2ccccc2)c1,0%,17%,4%,-1%,8%,7%,-2%,?,-3%,20
CC(C(=O)N1CCOCC1)n1cc([N+](=O)[O-])cn1 (configuration not stated),3%,3%,nt,2%,2%,-2%,7%,25%,-3%,1
O=C(CN1CCN(S(=O)(=O)c2ccccc2F)CC1)NC1CCCC1,0%,3%,-1%,-1%,0%,2%,1%,-3%,2%,1
COC(=O)C(C)(N)Cc1ccc(O)cc1 (configuration not stated),6%,5%&-5%,nt,-1%,3%,5%,5%,nt,13%,-12&-3
# Remaining list, next part:
SMILES,Menin MLL FP TR,Mito fusion yeast,MBNL1-CUG inh,PTAP TSG101 blk,ASM inhibitor,MLL CXXC-DNA inh,A-T KAP1 phos,Integrin act MD,TCR act,TSHR antagonist
CCCCN1C(=O)/C(=C(/C#N)C(=O)N2CCCC2)c2ccccc21,nt,7%,-11%,0%,-3%,21%,17%,-41%,-2%,0
O=C(Cc1cccc(NC(=O)C2CCN(C(=O)c3ccccc3)CC2)c1)Nc1cccc(C(=O)N2CCCCC2)c1,nt,nt,nt,0%,1%,nt,nt,1%,2%,nt
Cc1ccc(NC(=S)N2CCCC(c3nc4ccccc4[nH]3)C2)cc1 (configuration not stated),15%,-3%,2%,0%,-2%,3%,2%,-43%,-2%,-7
CCn1cc(S(=O)(=O)NCc2ccccc2Br)cn1,-8%,0%,-4%,1%,3%,-6%,6%,12%,3%,-12
COc1ccc(CN(C(=O)c2ccc(C)cc2)c2cccc(N)c2)cc1,nt,0%,nt,-18%,2%,nt,20%,-1%,2%,-10
CCn1c2ccccc2c2nnc(SCC(=O)Nc3cc(C)on3)nc21,0%,-1%,-4%,-7%,5%,2%,-1%,-14%,0%,16
Cc1cc(C)nc(/N=C2\NC(=O)CC(C(=O)O)N2c2ccc(Cl)cc2Cl)n1 (configuration not stated),-5%,-2%,-5%,-10%,8%,-4%,-2%,2%,-4%,-12
COc1ccccc1CC(=O)NCC(c1ccco1)N1CCCCC1 (configuration not stated),-22%,-7%,-3%,0%,20%,-2%,-5%,-17%,-12%,1
CC(=O)C1=C(O)C(=O)N(c2ccc(O)cc2)C1c1cccc(F)c1 (configuration not stated),9%,-8%,14%,-1%,1%,-1%,2%,-4%,4%,-80*
CC(C)CNC(=O)c1cccc(NC(=O)C2CCCO2)c1 (configuration not stated),12%,-5%,-1%,0%,0%,-3%,-5%,8%,2%,-5
O=C(CSc1ccc2nnc(CCNS(=O)(=O)c3ccccc3)n2n1)Nc1nc2ccccc2s1,11%,-3%,3%,-1%,-3%,-18%,-11%,21%,4%[46.1 µM],19
Cc1nc2ccccn2c1-c1ccnn1S(=O)(=O)c1ccc(F)cc1,nt,24%,nt,1%,1%,-13%,1%,?,-4%,-8
O=C(Cn1c(=O)oc2ccccc21)N1CCN(c2ccccc2)CC1,2%,-4%,-5%,-11%,5%,0%,-5%,22%,1%,8

# Copied from the list:
# Value of COc1ccccc1CC(=O)NCC(c1ccco1)N1CCCCC1 (configuration not stated) under MBNL1-CUG inh: -3%
# Value of O=C(Cc1cccc(NC(=O)C2CCN(C(=O)c3ccccc3)CC2)c1)Nc1cccc(C(=O)N2CCCCC2)c1 under TCR act: 2%
# Value of O=C(CSc1ccc2nnc(CCNS(=O)(=O)c3ccccc3)n2n1)Nc1nc2ccccc2s1 under Menin MLL FP TR: 11%

# Compound activity deposited in PubChem BioAssay by National Center for Advancing Translational Sciences (NCATS).
